Screening data (PubChem)
TDP1 inh – qHTS Assay for Inhibitors of Tyrosyl-DNA Phosphodiesterase (TDP1) | recombinant TDP1, AlphaScreen DNA substrate cleavage | Potency, µM (doses to about 130 µM), for the others: top-dose activity change, negative = inhibition, hits mostly inhibitors | 350,000 compounds, 0.28% hits; also: nearly all actives have a fitted effect of over 40% in size
Target sequence (Q9NUW8 whole entry, looked up): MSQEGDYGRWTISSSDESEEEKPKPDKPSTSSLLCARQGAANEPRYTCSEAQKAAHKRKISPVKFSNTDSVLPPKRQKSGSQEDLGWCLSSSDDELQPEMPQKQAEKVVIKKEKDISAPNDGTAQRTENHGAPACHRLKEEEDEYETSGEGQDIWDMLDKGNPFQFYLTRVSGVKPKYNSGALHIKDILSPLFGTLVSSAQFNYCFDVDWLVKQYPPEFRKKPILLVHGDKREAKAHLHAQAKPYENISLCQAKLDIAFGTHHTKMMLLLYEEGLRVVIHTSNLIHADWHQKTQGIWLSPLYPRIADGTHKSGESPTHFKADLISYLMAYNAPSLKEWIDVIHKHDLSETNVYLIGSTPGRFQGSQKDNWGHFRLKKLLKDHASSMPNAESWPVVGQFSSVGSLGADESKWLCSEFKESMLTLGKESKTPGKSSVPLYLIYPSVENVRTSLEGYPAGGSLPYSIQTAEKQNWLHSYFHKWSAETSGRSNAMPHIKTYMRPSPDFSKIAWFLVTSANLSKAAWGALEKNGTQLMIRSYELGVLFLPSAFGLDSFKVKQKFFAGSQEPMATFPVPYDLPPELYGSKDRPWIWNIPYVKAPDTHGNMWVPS
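AlphaScreen read-out: signal falls as enzyme removes the 3' tyrosine-FITC from a 5'-biotinylated DNA oligo (15 nM, 5 min, RT). Enzyme was E. coli-made recombinant Tdp1 at 1 nM, exposed to compound for 15 min beforehand; beads 10 ug/ml, 10 min.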
N370S GC mod – qHTS Assay for Inhibitors and Activators of N370S glucocerebrosidase as a Potential Chaperone Treatment of Gaucher Disease; Lysosomal acid glucosylceramidase (Homo sapiens), P04062; N370S GC spleen homogenate, 4MU-glucoside fluorescence; Potency, µM (highest dose often 59.4 µM), inactives show top-dose activity change, negative = inhibition, hits mostly inhibitors; 330,000 compounds, 0.092% hits;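 also: 0% = full enzyme activity and -100% = no enzyme basal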
FEN1 inh – qHTS Assay for the Inhibitors of Human Flap endonuclease 1 (FEN1) | Recombinant FEN1 flap cleavage, fluorescence, 15 min | Potency, µM (doses to about 114 µM), without a hit: at the top dose activity change, negative = inhibition, usual class: inhibitors | 390,000 compounds, 0.35% hits; also: nearly all actives have a fitted effect of over 65% in size
Target sequence (P39748 whole entry, looked up): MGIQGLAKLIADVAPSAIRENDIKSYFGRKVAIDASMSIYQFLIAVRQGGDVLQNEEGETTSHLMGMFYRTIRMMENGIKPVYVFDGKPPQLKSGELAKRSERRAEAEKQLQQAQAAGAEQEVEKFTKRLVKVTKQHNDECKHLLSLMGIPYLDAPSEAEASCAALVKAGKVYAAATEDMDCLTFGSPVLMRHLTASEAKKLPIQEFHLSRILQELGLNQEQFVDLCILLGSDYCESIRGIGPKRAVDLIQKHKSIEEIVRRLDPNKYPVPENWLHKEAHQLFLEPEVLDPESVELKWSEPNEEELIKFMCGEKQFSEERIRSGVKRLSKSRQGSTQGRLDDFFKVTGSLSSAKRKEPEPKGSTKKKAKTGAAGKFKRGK
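Steps: FEN1 (10 nM) dispensed; compound added by pin tool; 15 min at room temperature; substrate added to 50 nM final; reads at 0 min and 15 min; data normalized and fitted (four-parameter Hill).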
An asterisk follows results filed as active; ? = inconclusive; / = no result given; & = joins results of further samples; [ ] = another dose, or the depositor's remark. Calls follow the shape of the dose curve; as a rule, active = well fitted curve in the direction sought with a large enough effect; inconclusive = small, poorly fitted or top-dose-only effect, or another doubt; inactive = no such curve, though single readings can be large; an effect the other way counts as inactive or inconclusive. Unless noted, % is scaled to controls: 0 for no effect and ±100 for the full control effect; potency is read from the fitted curve at half-maximal effect.

#1 Cc1ccc(SCC(=O)N(C)CC(=O)Nc2cccc(F)c2)cc1
#2 CCCCc1cc(=O)oc2cc(C)cc(OC(C)C(=O)NC(Cc3c[nH]c4ccc(O)cc34)C(=O)O)c12 (stereo unspecified)
#3 O=C(NNC(=O)c1nn(-c2ccc(F)cc2)ccc1=O)Nc1cccc(Cl)c1
#4 CCc1cccc(NC(=O)Cn2c3[n+](c4ccc(C(F)(F)F)cc42)CCCCC3)c1
#5 O=C(Nc1ccc(F)cc1)c1ccccc1
#6 Cc1nn(CC(=O)NCc2cccc(Br)c2)c(=O)c2c1sc1ccccc12
#7 Clc1ccc(-c2nc3n(n2)Cc2ccccc2-3)cc1
#8 Nc1nn(-c2ccccc2)nc1C(=O)OCc1c(F)cccc1Cl
entry no.	1	2	3	4	5	6	7	8
TDP1 inh	0%	/	/	6%	8%	11%	-8%	-7%
N370S GC mod	1%	-4%	13%	-21%	1%	/	12%	/
FEN1 inh	6%	1%	0%	1%	11%	3%	-1%	-2%

#9 CCN(CC(=O)Nc1c(F)cccc1F)C(=O)/C=C/c1ccc2ccccc2n1
#10 O=C(NNC(=O)C1CC2CCC1C2)c1sc2ccccc2c1Cl (stereo unspecified)
#11 COc1ccc(NC(=O)c2sccc2-n2cccc2)cc1
#12 O=c1c2ccccc2c(C=Nc2cccc(S(=O)(=O)NC3=NCCCCC3)c2)c(O)n1Cc1ccccc1
#13 Cc1oc(-c2ccccc2)cc1C(=O)Nc1ccccc1
#14 COc1ccc(CCNC(=O)CSc2nc(-c3ccc(OC)c(OC)c3)ccc2C#N)cc1
#15 CC(=O)Nc1ccc(S(=O)(=O)N[C@@H](C)C(=O)N(C)Cc2cccs2)cc1
#16 Cc1oc(-c2cccs2)nc1CS(=O)CC(=O)NCCCOC(C)C (stereo unspecified)
entry no.	9	10	11	12	13	14	15	16
TDP1 inh	/	1%	6%	10%	1%	-3%	1%	-2%
N370S GC mod	6%	31%	-9%	1%	6%	3%	/	16%
FEN1 inh	50µM*	0%	0%	-20%	4%	2%	-8%	-3%

#17 O=C1CN(c2nc3nonc3nc2N2CCCCC2)CCN1
#18 COc1ccc(NC(=O)CSc2nnc3ccc(-c4ccncc4)nn23)cc1OC
#19 COCCn1c(-c2cccs2)csc1=Nc1cccnc1
#20 Cc1cc(NC(=O)CSCC(=O)Nc2ccccc2OC(F)F)no1
#21 CCCN1CCC(NC(=O)CC2C(=O)NCCN2Cc2ccccc2C)CC1 (stereo unspecified)
#22 CCCCC(CC)CNC(=O)c1ccc(Cn2c(=O)[nH]c3cc(OC)c(OC)cc3c2=O)cc1 (stereo unspecified)
#23 CCC(c1nnc(SCC(=O)Nc2cc(C)on2)o1)N(C)C (stereo unspecified)
#24 CC(=O)Nc1ccc(NC(=O)[C@@H](NC(=O)c2ccccc2F)C(C)C)cc1
entry no.	17	18	19	20	21	22	23	24
TDP1 inh	10%	6%	12%	2%	4%[56.1 µM]	0%	0%	/
N370S GC mod	-20%	-8%	1%	0%	0%	/	/	-20%
FEN1 inh	-9%	-8%	12%	13%	22%	-3%	2%	5%

#25 CCOC(=O)c1cc(S(=O)(=O)Nc2cc(F)ccc2C)[nH]n1
#26 Cc1cc(N(C)C)nc(Nc2ccccc2)n1
#27 O=C(NNS(=O)(=O)c1ccccc1)c1cnn(-c2ccccc2)c1-n1cccc1
#28 CC(C)(C)c1cc(NS(=O)(=O)c2ccc(Br)s2)no1
#29 Cn1c(=O)c2c(nc(SCCN3CCCCC3)n2Cc2ccc(Cl)cc2)n(C)c1=O
#30 Cc1ccc(NC(=O)Cn2cc(C(=O)C3CC3)c3ccccc32)cc1
#31 O=C(O)c1cc2c(ccc3ccccc32)[nH]1
#32 COc1cc(C2C(=O)c3ccccc3C2=O)ccc1O
entry no.	25	26	27	28	29	30	31	32
TDP1 inh	1%	2%	3%	4%[56.1 µM]	2%	1%	-2%	/
N370S GC mod	/	/	15%	-8%	0%	-7%	18%	-2%
FEN1 inh	4%	0%	2%	-3%	-15%	-7%&1%	4%	?

#33 O=C(CN1C(=O)CCS(=O)(=O)c2ccccc21)Nc1cccc(Cl)c1
#34 COc1ccc(CCNC(=O)CCCn2nc(C)n3ccnc3c2=O)cc1OC
#35 CC1=C(C#N)C(=O)NC(=O)/C1=C\c1ccc(-c2cc(C)c(C)cc2[N+](=O)[O-])o1
#36 COc1ccc(NC(=O)CSc2ncccc2C(=O)OC(C)C)cc1OC
#37 COC(=O)c1c(NC(=O)C2COc3ccccc3O2)sc2c1CCN(C(C)=O)C2 (stereo unspecified)
#38 Cc1ccc(S(=O)(=O)N2CCN(C(=O)Cc3ccc(S(=O)(=O)N4CCOCC4)s3)CC2)cc1
#39 COCCN(C(=O)COC(=O)Cc1cccc(OC)c1)c1c(N)n(Cc2ccccc2)c(=O)[nH]c1=O
#40 Cc1cccc(NC(=O)CSc2nnc(NC(=O)c3ccc(S(=O)(=O)N4CCOCC4)cc3)s2)c1C
entry no.	33	34	35	36	37	38	39	40
TDP1 inh	0%	/	5%	-1%	8%	0%	-3%	2%
N370S GC mod	?	2%	19%	12%	28%	-2%	-2%	0%
FEN1 inh	-12%	-3%	-18%	-3%	-11%	-16%	0%	/

Among those listed so far, these have an NH in an aromatic ring.
#2 CCCCc1cc(=O)oc2cc(C)cc(OC(C)C(=O)NC(Cc3c[nH]c4ccc(O)cc34)C(=O)O)c12 (stereo unspecified)
#22 CCCCC(CC)CNC(=O)c1ccc(Cn2c(=O)[nH]c3cc(OC)c(OC)cc3c2=O)cc1 (stereo unspecified)
#25 CCOC(=O)c1cc(S(=O)(=O)Nc2cc(F)ccc2C)[nH]n1
#31 O=C(O)c1cc2c(ccc3ccccc32)[nH]1
#39 COCCN(C(=O)COC(=O)Cc1cccc(OC)c1)c1c(N)n(Cc2ccccc2)c(=O)[nH]c1=O
entry no.	2	22	25	31	39
TDP1 inh	/	0%	1%	-2%	-3%
N370S GC mod	-4%	/	/	18%	-2%
FEN1 inh	1%	-3%	4%	4%	0%

The results go on:
#41 COCCN(CCOC)S(=O)(=O)c1ccc(NC(=O)c2cnccn2)cc1
#42 CN(Cc1ccccc1)c1ccc(-c2nc(-c3cccnc3)no2)cc1[N+](=O)[O-]
#43 CNC(=S)N(CCc1ccc(S(N)(=O)=O)cc1)C1CC(=O)N(c2ccccc2F)C1=O (stereo unspecified)
#44 CCc1ccc(C2=NN(CCC(=O)NCCc3ccc(Cl)cc3)C(=O)CC2)cc1
#45 CC(=O)Nc1cccc(NC(=O)COc2ccccc2C)c1
#46 COc1ccc(CCC(=O)NC2CC(=O)N(c3ccc(C)cc3)C2)cc1 (stereo unspecified)
#47 Cc1ccccc1C(=O)N1CCC(C(=O)Nc2ccc(S(=O)(=O)N3CCCCC3)cc2)CC1
#48 Cc1ccc(NC(=O)CN2C(=O)c3ccccc3Sc3ccc(C(=O)N4CCOCC4)cc32)cc1F
entry no.	41	42	43	44	45	46	47	48
TDP1 inh	/	-9%	0%	2%	/	-5%	6%	-4%
N370S GC mod	-27%	/	2%	/	2%	/	-4%	/
FEN1 inh	-1%	-13%	-3%	-10%	1%	-12%	-6%	10%

From entry 47 up to 48, copied from above:
#47 Cc1ccccc1C(=O)N1CCC(C(=O)Nc2ccc(S(=O)(=O)N3CCCCC3)cc2)CC1
#48 Cc1ccc(NC(=O)CN2C(=O)c3ccccc3Sc3ccc(C(=O)N4CCOCC4)cc32)cc1F
entry no.	47	48
TDP1 inh	6%	-4%
N370S GC mod	-4%	/
FEN1 inh	-6%	10%

Continuation.
#49 CC(Sc1ccccc1)C(=O)NCC1COc2ccccc2O1 (stereo unspecified)
#50 Cc1ccc(S(=O)(=O)Cc2csc(N)n2)cc1
#51 COc1ccc(-c2c(C)nn3c(N)c(C#N)cnc23)cc1OC
#52 CC(Sc1nnc(-c2cccs2)n1Cc1ccccc1)C(=O)NCc1ccc2c(c1)OCO2 (stereo unspecified)
#53 CSc1nc2ccccc2cc1/C=C(\C#N)c1cccc(Cl)c1
#54 O=C(CCCC(=O)NNC(=O)Nc1ccccc1)NNC(=O)Nc1ccccc1
#55 CC1(C2CC2)NC(=O)N(CC(=O)Nc2ccc(F)cc2F)C1=O (stereo unspecified)
#56 CC1(C)CC(c2nc(-c3ccc([N+](=O)[O-])cc3)cs2)CCO1 (stereo unspecified)
entry no.	49	50	51	52	53	54	55	56
TDP1 inh	/	5%	3%	6%	0%	-3%	1%	2%
N370S GC mod	-5%	-6%	-23%	8%	8%	5%	/	7%
FEN1 inh	3%	7%	11%	14%	-11%	-5%	-3%	3%

Looked up above:
cpd 3 in N370S GC mod shows 13%
cpd 28 in FEN1 inh shows -3%
cpd 49 in FEN1 inh shows 3%
cpd 32 in N370S GC mod shows -2%
cpd 53 in FEN1 inh shows -11%
cpd 36 in FEN1 inh shows -3%

The results go on.
#57 C=CCn1c(COc2ccc(Cl)cc2)nnc1SCc1ccc(C#N)cc1
#58 O=C(O)c1cccc(Nc2cc(Cl)c3nonc3c2[N+](=O)[O-])c1
#59 O=c1[nH]c2ccccc2cc1CN(CC1CCCO1)S(=O)(=O)c1ccccc1 (stereo unspecified)
#60 COc1cc(C(=O)OCC(=O)N2CCCC2)cc(OC)c1OC
#61 CC(CCc1ccco1)NC(=O)CSc1cc(=O)n(C)c2ccccc12 (stereo unspecified)
#62 Cc1ccc2[nH]c(-c3ccccc3)c(CN3CCCC3)c(=O)c2c1
#63 C[C@@H](NC(=O)c1ncn(Cc2ccccc2)c1C(=O)N[C@H](C)c1ccccc1)c1ccccc1
#64 Cc1ccc(NC(=O)NCCc2c(C)nn(C)c2C)cc1Cl
entry no.	57	58	59	60	61	62	63	64
TDP1 inh	-1%	-4%	/	-5%	6%	3%	0%	-1%
N370S GC mod	6%	-5%	16%	-8%	2%	?	/	/
FEN1 inh	-9%	?	-6%	1%	-1%	2%	-13%	18%

#65 O=C(/C=C/c1cccc([N+](=O)[O-])c1)Nc1cc(C(=O)O)cc(C(=O)O)c1
#66 Cc1cc(=O)[nH]c(NN)n1
#67 CC(Cc1cccnc1)NC(=O)CCc1nnc(-c2ccccc2)o1 (stereo unspecified)
#68 CCCCCc1nc(-c2nonc2N)no1
#69 CCn1c(C)nc2cc(C(=O)NNC(=S)Nc3ccc(C)cc3)ccc21
#70 CCOc1ccc(-c2nnc(SCC(=O)Nc3cccc(OC)c3)nc2-c2ccc(OCC)cc2)cc1
#71 C=CCNC(=O)C1CC(=O)N(c2ccc(OCC(=O)Nc3c(C)cccc3C)cc2)C1 (stereo unspecified)
#72 Cc1cc2nc(C)n(CCCNC(=O)Nc3ccccc3)c2cc1C
entry no.	65	66	67	68	69	70	71	72
TDP1 inh	-5%	4%	0%	-6%	6%	3%	/	0%
N370S GC mod	9%	-5%	-11%	-19%	5%	/	-3%	-12%
FEN1 inh	-6%	-9%	-2%	-15%	-3%	3%	14%	-10%

#73 CCn1c(SCC(N)=O)nnc1-c1ccc2[nH]c(C)c(C)c2c1
#74 Cc1cc(NC(=O)COC(=O)C2CSC3(C)CCC(=O)N23)ccc1Br (stereo unspecified)
#75 COc1cc(C(=O)Oc2ccc(C(=S)N3CCOCC3)cc2)cc(OC)c1OC
#76 COCCNc1oc(-c2ccc(COc3ccc(OC)cc3)o2)nc1C#N
#77 CSc1nnc(C)c(=O)n1COC(=O)COc1ccccc1C
#78 O=C(NCc1ccco1)C1c2ccccc2Oc2ccccc21
#79 Cn1c(=N)n(CC(O)c2cccc3ccccc23)c2ccccc21 (stereo unspecified)
#80 CCCC/C=C/C(NC(=O)c1ccco1)c1ccccc1 (stereo unspecified)
#81 CC(=O)N[C@@H](Cc1c[nH]c2ccccc12)C(=O)NCc1ccccc1
#82 COc1ccc(/C=N/Nc2ccc(C(=O)O)cc2)c(OC)c1OC
entry no.	73	74	75	76	77	78	79	80	81	82
TDP1 inh	2%	-3%	/	5%	0%	/	-1%	-10%	9%	/
N370S GC mod	-9%	/	-4%	/	4%	8%	-27%	?	-14%	-14%
FEN1 inh	-4%	?	2%	-2%	-13%	-1%	1%	/	12%	0%
